# Assay outcomes deposited in PubChem BioAssay by National Center for Advancing Translational Sciences (NCATS).
# D3 antag – qHTS of D3 Dopamine Receptor Antagonist: qHTS. D3R cells, DiscoveRx beta-arrestin luminescence, antagonist mode; hits give low values. max response, negative = inhibition, %. D(3) dopamine receptor (Homo sapiens), P35462. 360,000 tested, 2.5% active; in the data active means max response below about -50%; inconclusive means no clear call, values can overlap the other calls; further: on the % scale 0 is the no-effect control and ±100 the full control effect; mostly tested at two doses, the higher about 12 µM
#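 Cells expressing the human receptor were seeded at 1500 cells/well, incubated overnight at 37 degrees C in 5% CO2, then exposed to library compounds with dopamine controls for 90 minutes at 37 degrees C before luminescent detection.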
# D3 ag – qHTS of D3 Dopamine Receptor Agonist: qHTS. D3R DiscoveRx beta-arrestin cells, luminescence, 90 min. D(3) dopamine receptor (Homo sapiens), P35462. 410,000 tested, 0.58% active. max activation, %; in the data active means max activation above about 30%; further: 0% is about no effect; mostly tested at two doses, the higher about 12 µM
#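 Agonist mode: compounds and dopamine controls were applied to plated cells for 90 min at 37 degrees C after an overnight attachment at 1500 cells/well. Luminescent read-out followed 30 - 60 minutes at room temperature with DiscoveRx detection reagent.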
# FUS yeast rescue – qHTS for Suppressors of FUS Proteinopathy: Primary screen using FUS-linked yeast assay; S. cerevisiae FUS-expressing, growth rescue, OD600, 24 h; Potency, µM (doses to about 76.6 µM), for inactives: top-dose growth rescue (activation), usual class: activators; 390,000 tested, 0.24% active;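 further: potency means the concentration at half of the fitted maximal effect; plate controls were DMSO vehicle for no effect and reference control for full effect; nearly all actives have a fitted effect of over 55% in size; some results filed as inactive show a strong effect at the top dose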
#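 Toxicity suppression screen in FUS-yeast. Cells induced with 2% galactose, starting OD 0.005, treated 24hr at 30C with compounds at multiple final concentrations; growth by OD600.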
# EPAC2 antag – qHTS for Antagonist of cAMP-regulated guanine nucleotide exchange factor 2 (EPAC2): primary screen; EPAC2 GEF exchange of Rap1B-BODIPY-GDP, fluorescence; 360,000 tested, 0.18% active; Rap guanine nucleotide exchange factor 4 (Homo sapiens), Q8WZA2; Potency, µM (highest dose often 114 µM), for inactives: at the top dose activity, negative = inhibition, hits mostly inhibitors; further: potency means the concentration at half of the fitted maximal effect; on the % scale 0 is the no-effect control and ±100 the full control effect; nearly all actives have a fitted effect of over 45% in size; many of its hits are not listed in these tables
# Target sequence (Q8WZA2 whole entry, looked up): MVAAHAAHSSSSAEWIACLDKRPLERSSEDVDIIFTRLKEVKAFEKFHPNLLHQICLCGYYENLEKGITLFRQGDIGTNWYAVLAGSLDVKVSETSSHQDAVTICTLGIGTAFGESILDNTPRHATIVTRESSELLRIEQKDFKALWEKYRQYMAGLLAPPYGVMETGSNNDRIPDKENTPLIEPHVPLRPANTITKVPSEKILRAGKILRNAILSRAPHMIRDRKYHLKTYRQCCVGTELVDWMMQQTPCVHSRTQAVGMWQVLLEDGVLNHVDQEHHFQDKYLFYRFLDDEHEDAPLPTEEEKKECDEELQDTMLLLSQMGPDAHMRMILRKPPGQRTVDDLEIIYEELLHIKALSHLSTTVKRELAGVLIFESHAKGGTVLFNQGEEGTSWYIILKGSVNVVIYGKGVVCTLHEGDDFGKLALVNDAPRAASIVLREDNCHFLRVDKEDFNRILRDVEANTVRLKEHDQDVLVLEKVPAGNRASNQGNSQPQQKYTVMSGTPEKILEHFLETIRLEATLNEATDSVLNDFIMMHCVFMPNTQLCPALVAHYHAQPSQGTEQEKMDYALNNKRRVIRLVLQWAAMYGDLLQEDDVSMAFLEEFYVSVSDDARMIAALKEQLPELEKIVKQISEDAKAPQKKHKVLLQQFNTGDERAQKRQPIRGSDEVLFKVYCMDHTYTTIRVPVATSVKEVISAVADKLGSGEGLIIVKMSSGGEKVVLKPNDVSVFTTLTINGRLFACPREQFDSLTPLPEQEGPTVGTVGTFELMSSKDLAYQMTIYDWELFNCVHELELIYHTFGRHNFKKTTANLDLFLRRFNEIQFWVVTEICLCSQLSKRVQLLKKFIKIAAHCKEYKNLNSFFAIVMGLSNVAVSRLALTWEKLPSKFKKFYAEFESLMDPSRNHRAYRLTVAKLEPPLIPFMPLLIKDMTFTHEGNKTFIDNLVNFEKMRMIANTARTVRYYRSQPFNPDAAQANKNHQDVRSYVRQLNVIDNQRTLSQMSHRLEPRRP
# Abeta yeast res – qHTS for compounds that reverse cellular toxicity of Amyloid beta (A-beta) peptide in yeast: Primary Screen; yeast expressing A-beta42, growth rescue, OD600, 48 h; response scale: 0% DMSO, 100% iron-clioquinol control; Potency, µM (highest dose often 46.1 µM), inactives show at the highest dose growth rescue, hits mostly activators; 410,000 tested, 0.063% active; AID 1347071, 2019; further: potency means the concentration at half of the fitted maximal effect; nearly all actives have a fitted effect of over 55% in size
#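 Yeast A-beta toxicity model in growth medium with pinned compounds, 48 h at 30 C; growth read as absorbance at 600 nm. Normalized to FeCl3/clioquinol equimolar mix (positive) and DMSO (negative).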
# EPAC2 ag – qHTS for Agonist of cAMP-regulated guanine nucleotide exchange factor 4 (EPAC2): primary screen; 360,000 tested, 0.079% active; Potency, µM (doses to about 154 µM), for inactives: top-dose activation, usual class: activators; AID 720711, 2013; Rap guanine nucleotide exchange factor 4 (Homo sapiens), Q8WZA2; EPAC2 activation, biochemical qHTS; response scale: 100% = 6.5 mM cAMP response; further: potency means the concentration at half of the fitted maximal effect; nearly all actives have a fitted effect of over 50% in size
#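 qHTS, titration series. 100 nM EPAC2 / 250 nM Rap1B-BODIPY-GDP / 50 uM GDP; RT; ex 480/em 540 nm, 5-min reads to 30 min. Norm. to 6.5 mM cAMP = activation.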
# aSyn yeast inh – qHTS of alpha-syn Inhibitors | Yeast expressing alpha-synuclein, growth rescue, BacTiter-Glo, 24 h | Potency, µM (doses to about 46.1 µM), for inactives: top-dose growth rescue (activation), actives largely listed as activators | 370,000 tested, 0.14% active | AID 652106, 2013; further: potency means the concentration at half of the fitted maximal effect; % of control where 0% means no effect; nearly all actives have a fitted effect of over 65% in size
#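 Galactose-induced alpha-syn yeast (OD600=0.02, raffinose-pregrown) + pinned cpd, 24 hr, 30 deg C; growth by BacTiter-Glo luminescence. Growth restoration scores as activation.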
# TDP-43 yeast inh – qHTS of TDP-43 Inhibitors; TDP-43 expressing yeast growth rescue, BacTiter-Glo, 24 h; Potency, µM (doses to about 46.1 µM), for inactives: top-dose growth rescue (activation), actives largely listed as activators; 410,000 tested, 1.8% active; AID 652104, 2013; further: potency means the concentration at half of the fitted maximal effect; % of control where 0% means no effect; nearly all actives have a fitted effect of over 50% in size
#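 Galactose-induced TDP-43 yeast, OD600=0.02, compound pinned; 24 hr, 30 deg C; BacTiter-Glo luminescence for growth. Inhibitors of TDP-43 toxicity read as activators.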
# The depositor's hits bear a star; ? = inconclusive; · = no result given; & = joins results of further samples; [ ] = dose if it differs, or a comment. Unless noted, the call rests on the fitted dose curve; in most records, active means well fitted curve in the direction sought with a large enough effect; inconclusive means small, poorly fitted or top-dose-only effect, or another doubt; inactive means no such curve, though single readings can be large; an effect the other way counts as inactive or inconclusive. Not all compounds are listed; the hit share may differ from the screen's.
SMILES,D3 antag,D3 ag,FUS yeast rescue,EPAC2 antag,Abeta yeast res,EPAC2 ag,aSyn yeast inh,TDP-43 yeast inh
Clc1ccc(SCCOCCN2CCCCCC2)cc1,-115*,-8,4%,12%,-19%,-9%,3%,-6%
CCCNC(=O)c1ccccc1C(=O)NCCC,-12,-23,-11%,0%,9%,19%,0%,8%
O=C(CN1CCCN(Cc2ccc(F)cc2Cl)C1=O)NC1CCCC1,-13,-5,9%,2%,-3%,11%,-5%,-20%
Cc1nc2ccc(S(=O)(=O)N(C)CC(=O)N3CCc4ccccc43)cc2s1,-17,7,32%,-4%,0%,13%,5%,24%
COC(=O)Cc1cc(=O)n(-c2ccccc2)[nH]1,26,-5,3%,1%,9%,12%,18%,-2%
CCOC(=O)c1ccccc1NC(=O)CSc1nc2ccncc2[nH]1,-21,-5&-10,13%&-11%,0%,-13%&-16%,8%,-8%,-7%&9%
COc1ccc(NC(=O)CCNS(=O)(=O)c2ccc(Cl)c([N+](=O)[O-])c2)cc1S(N)(=O)=O,-4,-5,19%,-8%,-3%,7%,3%,-4%
O=c1cc(NC2CCCCC2)c2ccccc2o1,-23,-5,?,18%,-24%,5%,-1%,-1%
Cc1ccc(S(=O)(=O)NNC(=O)c2ccccc2O)cc1,8,0,7%,-1%,11%,5%,2%,2%
CCc1noc(C)c1C(=O)N(CCOC)c1c(N)n(CC(C)C)c(=O)[nH]c1=O,27,21,-1%,0%,0%,6%,-7%,-1%

# In a second layout: 2 of the compounds above.
Cc1ccc(S(=O)(=O)NNC(=O)c2ccccc2O)cc1
  D3 antag: 8
  D3 ag: 0
  FUS yeast rescue: 7%
  EPAC2 antag: -1%
  Abeta yeast res: 11%
  EPAC2 ag: 5%
  aSyn yeast inh: 2%
  TDP-43 yeast inh: 2%
Clc1ccc(SCCOCCN2CCCCCC2)cc1
  D3 antag: -115*
  D3 ag: -8
  FUS yeast rescue: 4%
  EPAC2 antag: 12%
  Abeta yeast res: -19%
  EPAC2 ag: -9%
  aSyn yeast inh: 3%
  TDP-43 yeast inh: -6%

# Going on with the list:
SMILES,D3 antag,D3 ag,FUS yeast rescue,EPAC2 antag,Abeta yeast res,EPAC2 ag,aSyn yeast inh,TDP-43 yeast inh
CCOC(=O)C1CN(S(=O)(=O)c2ccccc2)c2cc(S(=O)(=O)CC)ccc2O1 (stereo not given),3,1,-17%,1%,6%,-1%,-5%,24%
COc1ccc(CCNC2=C(Cl)C(=O)N(CCc3ccccc3)C2=O)cc1OC,48,2,-4%,-1%,-14%,8%,0%,3%
O=c1[nH]c2ccc(S(=O)(=O)Nc3ccc(Cl)cc3)cc2[nH]1,1,12,-3%,1%,-4%,13%,-3%,5%
COc1ccc(C(=O)N/C(=C\c2ccccc2)C(=O)Nc2ccc(C(=O)O)cc2)cc1,-21,-6,-1%,1%,-2%,5%,-7%,11%
CC(C)[C@H](NC(=O)OCc1ccccc1)C(=O)OCC(=O)N1CCCCC1,0,-5,-7%,2%,-1%,-3%,-2%,-16%
O=C1c2ccccc2S(=O)(=O)c2cc(C(=O)N3CCN(c4ccc(Cl)cn4)CC3)ccc21,22,44*,44%,9%,5%,9%,6%,20µM*
CSc1ccc(CCNC(=O)c2ccc(CS(=O)Cc3ccc(Cl)cc3)o2)cc1 (stereo not given),-14,-3&-15,27%&8%,-5%,-1%&17%,-6%,-3%,11%&20%
COc1ccc(S(=O)(=O)N2CCCC(C(=O)NCc3cccnc3)C2)cc1C (stereo not given),26,3,-29%,6%,6%,3%,?,-4%
COC(=O)c1ccc(NS(=O)(=O)c2cc3c4c(c2)CCC(=O)N4CCC3)cc1,0,10,11%,-5%,1%,-4%,1%,0%
COC(=O)C(c1ccccc1)C1(O)CC(C)N(C)CC1C (stereo not given),-17,4,-8%,-1%,-4%,12%,-12%,-14%
CCC(C)C(NC(=O)CCC(=O)OCC(=O)[C@@]1(O)CCC2[C@@H]3CCC4=CC(=O)C=C[C@]4(C)C3[C@@H](O)C[C@@]21C)C(=O)O (stereo not given in full),19,-2,-6%,-2%,3%,2%,10%,16%
CC(=O)NS(=O)(=O)c1ccc(N2C(=O)c3ccccc3C2=O)cc1,16,0,-29%,-9%,4%,11%,0%,12%
O=C(CNC(=O)c1ccc(Br)o1)NCC(=O)OCc1ccccc1,-3,-10,1%,-4%,-7%,9%,-2%,-4%
COc1ccc(NC(=O)CNC(=O)c2nn(-c3ccc(OC)c(Cl)c3)c(=O)c3ccccc23)c(OC)c1,82,30*,0%,0%,1%,4%,0%,-8%
COc1ccc(CNC(=O)CN(c2cccc(OC)c2)S(C)(=O)=O)cc1,13,10,22%,14%,3%,6%,-5%,-5%
CCCOC(=O)/C(=C\C=C\c1ccccc1)NC(=O)c1ccccc1,-12,7,7%,-14%,?,10%,1%,-10%
Cc1ccc(NC(=O)c2ncn(CC(=O)NCc3ccc4[nH]ccc4c3)n2)cc1C,-10,-5,-13%,-16%,-2%,-3%,0%,12%
O=C(COc1ccccc1Br)N1CCNC1=O,-4,7,-13%,3%,-1%,-1%,-4%,11%
CC(C)CCN=CC1=C(O)CC(c2ccccc2)CC1=O (stereo not given),-11,1,12%,-5%,-12%,5%,-4%,-15%[9.22 µM]
Cc1ccc(S(=O)(=O)n2nc(OC(=O)c3cccc(F)c3)cc2N)cc1,-6,-11,5%,-10%,1%,3%,2%,?

# Single entries from the list:
# COc1ccc(CNC(=O)CN(c2cccc(OC)c2)S(C)(=O)=O)cc1 @ D3 ag: 10
# CCCOC(=O)/C(=C\C=C\c1ccccc1)NC(=O)c1ccccc1 @ D3 antag: -12

# Later entries.
SMILES,D3 antag,D3 ag,FUS yeast rescue,EPAC2 antag,Abeta yeast res,EPAC2 ag,aSyn yeast inh,TDP-43 yeast inh
Cn1nccc1C(=O)OCC(=O)Nc1nc(-c2ccccc2)cs1,55,-7,53%,11%,-15%,15%,2%,4%
CC[C@]1(C(=O)OC)[C@H]2C(=O)N(C)C(=O)[C@H]2[C@H]2CN=C(SCc3ccc(C)cc3)N21,36,17,-16%,-8%,4%,0%,1%,18%
Cc1cc(C(=O)CN2CCN(CC(=O)Nc3cccc(F)c3)CC2)c(C)n1C1CC1,-10,0,·,5%,14%,-3%,2%,6%
CCCCCn1c(=O)c(Cc2ccccc2)c(O)c2ccccc21,-9,1,16%,3%,-8%,-4%,0%,-11%
O=C(CSc1nnc(-c2ccc(F)cc2)o1)c1ccc2c(c1)OCCO2,4,10,17%,7%,-4%,4%,0%,-21%
O=C1[C@H]2CC3C=CC2(O3)[C@@H]2OCCCN12 (stereo not given in full),-15,11,-21%,1%,5%,3%,-2%,?
O=C(COc1ccc(F)cc1)Nc1nccs1,8,-6,-12%,182%[activator],-17%,35µM*,-9%,19%
Cc1ccc(S(=O)(=O)N2CCN(C(=O)COC(=O)CCOc3ccc(C(C)(C)C)cc3)CC2)cc1,-16,-4,?,11%,3%,-6%,13%,-8%
COc1ccccc1CN(CC(=O)NCc1ccc(F)cc1)C(=O)c1csnn1,4,-5,9%,-2%,7%,7%,6%,7%
CCn1c(SC(C)C(=O)N2CCOCC2)nc2sc(C)c(C)c2c1=O (stereo not given),1,-24,2%,5%,-2%,1%,-2%,14%

# Reformatted tab-delimited: part of the list above.
molecule	D3 antag	D3 ag	FUS yeast rescue	EPAC2 antag	Abeta yeast res	EPAC2 ag	aSyn yeast inh	TDP-43 yeast inh
Cc1cc(C(=O)CN2CCN(CC(=O)Nc3cccc(F)c3)CC2)c(C)n1C1CC1	-10	0	·	5%	14%	-3%	2%	6%
CC[C@]1(C(=O)OC)[C@H]2C(=O)N(C)C(=O)[C@H]2[C@H]2CN=C(SCc3ccc(C)cc3)N21	36	17	-16%	-8%	4%	0%	1%	18%
O=C(CSc1nnc(-c2ccc(F)cc2)o1)c1ccc2c(c1)OCCO2	4	10	17%	7%	-4%	4%	0%	-21%

# The results go on:
SMILES,D3 antag,D3 ag,FUS yeast rescue,EPAC2 antag,Abeta yeast res,EPAC2 ag,aSyn yeast inh,TDP-43 yeast inh
COC(=O)c1ccc(C2c3[nH]c4ccccc4c3C[C@H]3C(=O)N(C)CC(=O)N23)cc1 (stereo not given in full),9,-9,21%,3%,7%,-4%,0%,2%
O=C(NCCCN1CCC(Cc2ccccc2)CC1)c1ccc2nc(N3CCOCC3)sc2c1,?,-19,0%,-2%,-1%,0%,3%,13%
CC(CNc1ccc([N+](=O)[O-])c2cccnc12)Nc1c([N+](=O)[O-])cc(C(F)(F)F)cc1[N+](=O)[O-] (stereo not given),?,-18,·,-6%,5%,-3%,1%,19%
COc1ccc(CCNC(=O)C/C(C)=N/NC(=O)c2ccc([N+](=O)[O-])cc2Cl)cc1OC,-7,-19,2%,-2%,-9%,-7%,7%,-24%
CCCNC(=O)c1cc(C2CCCCN2C(=O)OC)on1 (stereo not given),0,-5,-9%,13%,-14%,8%,-2%,17%
CCOC(=O)C1(C)CCCN1C(=O)c1snnc1C (stereo not given),-51*,-5,-21%,8%,-17%,6%,1%,-7%
Cc1ccc(NC(=O)/C(=C\c2cccnc2)NC(=O)c2ccco2)cc1,?,-7,7%,5%,11%,0%,-1%,18%
COc1ccc(-c2ccc(CN3C(C(C)C)C(=O)N(Cc4cn(CC5CCCCC5)nn4)CCS3(=O)=O)cc2)cn1 (stereo not given),14,-1,?,1%,-4%,5%,1%,19%
CC1CN(C(=O)CNC(=O)Cc2cccc3ccccc23)CC(C)O1 (stereo not given),-11,-3,3%,-7%,-4%,1%,-3%,9%
Cc1nc2c(-c3ccccc3)c(C)nn2c(C)c1CCC(=O)NC(C)c1ccccc1 (stereo not given),·,4,30%,·,16%,·,·,10%
